# Source: PubChem BioAssay (NMMLSC)
# Bim-Bfl-1 – human Bim-Bfl-1 interaction inhibition | Bead-based flow cytometry, Bim-Bfl-1 binding inhibition | inhibition, % at 10 µM | actives 0.12% (n = 190,000);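 also: 0% = wells without compound plus tracer and 100% = blocker peptide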
# RGS7-Gao reg – modulates binding of RGS7 to human Galphao. actives 0.35% (n = 220,000). AID 1439. binding response (% of control), % at 10 µM. Multiplexed bead flow cytometry; actives lie on both sides; in the data active = binding response below about 49% or above about 150%; inconclusive = no clear call, values can overlap the other calls; inactive = in between;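 also: fluorescent Galphao held in activated GDP-AlF4 state binding bead-coupled RGS7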
# Target sequence (P09471 whole entry, looked up): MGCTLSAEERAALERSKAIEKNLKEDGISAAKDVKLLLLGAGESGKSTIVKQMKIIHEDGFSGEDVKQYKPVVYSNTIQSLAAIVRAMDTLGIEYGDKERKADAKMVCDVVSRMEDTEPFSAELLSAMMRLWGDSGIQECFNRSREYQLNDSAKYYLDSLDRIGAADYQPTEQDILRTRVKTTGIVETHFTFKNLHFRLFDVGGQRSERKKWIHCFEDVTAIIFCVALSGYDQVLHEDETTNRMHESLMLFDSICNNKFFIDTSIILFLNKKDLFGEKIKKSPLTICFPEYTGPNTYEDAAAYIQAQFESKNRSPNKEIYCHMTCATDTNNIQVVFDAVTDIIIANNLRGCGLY
# Mcl-1 Bim block – inhibitors of Bim-Mcl-1 interaction, human | AID 1009 | inhibition, % at 10 µM | Bead-based flow cytometry, Bim peptide-Mcl-1 binding | actives 0.1% (n = 190,000);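 also: 0% = no compound tracer wells and 100% = peptide blocker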
# Target sequence (Q07820 whole entry, looked up): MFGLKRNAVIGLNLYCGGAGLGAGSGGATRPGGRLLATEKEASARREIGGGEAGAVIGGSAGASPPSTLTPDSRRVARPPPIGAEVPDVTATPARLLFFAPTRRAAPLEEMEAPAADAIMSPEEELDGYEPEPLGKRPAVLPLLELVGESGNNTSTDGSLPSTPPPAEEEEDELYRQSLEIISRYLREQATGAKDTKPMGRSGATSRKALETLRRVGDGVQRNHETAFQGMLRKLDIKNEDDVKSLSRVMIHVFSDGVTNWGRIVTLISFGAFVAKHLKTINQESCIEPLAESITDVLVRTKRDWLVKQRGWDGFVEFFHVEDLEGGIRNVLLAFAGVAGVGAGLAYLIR
# Bcl-W Bim block – disrupts Bim peptide binding to human Bcl-W; bead-based flow cytometry; inhibition, % at 10 µM; actives 0.02% (n = 190,000);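 also: 0% = bound tracer without compound and 100% = peptide blocker; higher means less fluorescent Bim peptide bound to Bcl-W beads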
# Bcl-XL Bim block – inhibitors of Bim-Bcl-XL interaction, human. actives 0.04% (n = 190,000). inhibition, % at 10 µM. Bim peptide-Bcl-XL binding, bead flow cytometry, fluorescence. Q07817. AID 1007
# RGS4-Gao reg – modulates binding of RGS4 to human Galphao | binding response (% of control), % at 10 µM | actives 0.33% (n = 220,000) | P09471 | Multiplexed bead flow cytometry; actives lie on both sides; in the data active = binding response below about 49% or above about 150%; inactive = in between;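 also: fluorescent Galphao activated with aluminum fluoride binding bead-coupled RGS4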
# Bcl-B Bim block – human Bim-Bcl-B interaction inhibition; AID 951; bead-based flow cytometry, Bim peptide-Bcl-B binding; actives 0.073% (n = 190,000); inhibition, % at 10 µM;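 also: 0% = tracer peptide without compound and 100% = reference inhibitor peptide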
# ABCB1 inh – blocks JC-1 efflux by human ABCB1 transporter. P08183. CCRF-Adr cells, flow cytometry. actives 0.067% (n = 190,000). inhibition, % at 6.6 µM. AID 1326; in the data active = inhibition above about 40%;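 also: 0% = vehicle and 100% = reference inhibitor; higher value means more JC-1 retained so stronger ABCB1 efflux block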
# Bim-Bcl-2 – inhibitors of Bim-Bcl-2 interaction, human; inhibition, % at 10 µM; Bead-based flow cytometry, Bim peptide-Bcl-2 binding; P10415; actives 0.06% (n = 190,000); in the data active = inhibition above about 40%; inconclusive = no clear call, values can overlap the other calls;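 also: 0% = no compound wells with probe peptide and 100% = reference peptide inhibitor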
# Target sequence (P10415 whole entry, looked up): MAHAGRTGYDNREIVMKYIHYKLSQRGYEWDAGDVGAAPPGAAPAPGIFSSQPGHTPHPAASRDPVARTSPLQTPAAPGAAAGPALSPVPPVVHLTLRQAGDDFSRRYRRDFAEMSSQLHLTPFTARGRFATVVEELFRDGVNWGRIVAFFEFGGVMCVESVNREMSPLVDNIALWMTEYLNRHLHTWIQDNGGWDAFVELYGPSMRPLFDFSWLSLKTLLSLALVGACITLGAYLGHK
# RGS8-Gao reg – regulators of human RGS8-Galphao interaction | P09471 | multiplexed bead flow cytometry, RGS8-Galphao binding; actives lie on both sides | response (percent of control binding), % at 10 µM | actives 0.34% (n = 220,000); in the data active = response below about 60% or above about 140%; inactive = in between;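 also: Galphao activated as the GDP aluminium fluoride complex binding bead-coupled RGS8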
# ABCG2 inh – human ABCG2 inhibition, ABCB1 as counter-screen | IgMXP3 cells, JC-1 efflux, flow cytometry | inhibition, % at 6.6 µM | actives 0.1% (n = 190,000) | AID 1325;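 active = inhibition above 80%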;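 also: 0% = DMSO and 100% = nicardipine control wells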
#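 Test system: IgMXP3 (ABCG2) plus far-red-tagged CCRF-Adr (ABCB1) cells / Amount: 3 million cells/mL in well / Reagent: JC-1 transporter substrate / Timing: 10 min compound exposure, 25 °C / Signal: flow cytometry, 530 nm JC-1 signal / Read-out: percent efflux inhibition, scaled nicardipine 100% to DMSO 0% / Benchmarks: nicardipine as high control, DMSO as low control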
# Numbers without * were called inactive; ? = inconclusive; . = not tested or not shown. Rule as the data show it, unless noted: active = inhibition above about 40%.
structure	Bim-Bfl-1	RGS7-Gao reg	Mcl-1 Bim block	Bcl-W Bim block	Bcl-XL Bim block	RGS4-Gao reg	Bcl-B Bim block	ABCB1 inh	Bim-Bcl-2	RGS8-Gao reg	ABCG2 inh
COc1ccc(/C=N/NC(=O)C2C3CCCCC32C)cc1OC (stereo unspecified)	-4	101	0	-3	-4	98	-3	-0.7	-3	100	1
COc1ccc(S(=O)(=O)N2CCN(C(=O)NCc3ccccc3)CC2)cc1	-11	104	0	2	8	104	-5	-0.2	-8	100	3
CCOC(=O)C(CCCOc1ccc(C)cc1)C(=O)OCC	-10	85	0	2	-2	91	-2	0.3	-7	95	2
Cc1ccc(S(=O)(=O)N2CCN(C(=O)CN3CCCC3)C2)cc1	-15	100	0	0	-7	101	-8	1.1	-8	99	6
Cc1ccccc1OC1C(=O)N(Cc2ccc3c(c2)OCO3)C1c1sccc1C (stereo unspecified)	-6	95	0	0	0	84	-3	2.0	0	91	8
O=C(c1cc2n(n1)C(C(F)(F)F)CC(c1ccco1)N2)N1CCc2ccccc2C1 (stereo unspecified)	-17	100	-3	-1	-4	102	-4	1.7	-11	105	29
Cc1cc(/C=N/n2cnnc2)c(C)n1-c1ccc(OCc2ccccc2F)cc1	-18	103	-4	-2	-8	103	-9	1.3	-9	100	-1
CN(CC(=O)Nc1ccccc1F)CC(=O)Nc1ccc(F)c(F)c1F	-6	91	-1	-2	-2	96	-1	0.8	-3	98	1
O=C(O)c1nn(CCOc2cccc(Cl)c2)c(=O)c2ccccc12	-5	?	0	0	-1	103	-2	3.0	0	104	14
CC(C)(C)NC(=O)CSc1nncn1NCc1cccc2ccccc12	-6	102	0	-1	-5	100	-6	0.7	-2	101	6
CCc1ccc2[nH]c(=O)c(CN(CCN(CC)CC)C(=O)Nc3ccccc3OC)cc2c1	-19	101	-6	-3	-11	103	-11	2.1	-12	103	8
CCCOc1ccc(Cc2c(Cl)nc(SC)nc2OC)cc1	-9	97	-5	-5	-7	92	-7	0.6	-4	99	2
O=C1CCC(=O)N1c1ccc(CSc2nnnn2C2CCCCC2)cc1	-2	102	-1	0	-2	102	-2	0.5	0	100	2
CC(=O)c1cccc(NC(=O)Nc2cc3sccc3n2C)c1	-1	91	0	0	-4	92	-5	0.1	-4	99	0
C=CC[C@@H]1C=C[C@H](O/N=C/c2ccc(C(=O)N3[C@H](c4ccc(C)cc4)[C@@H](C)CC[C@H]3C(=O)OC)cc2)[C@@H](CO)O1	-3	100	-3	-3	-4	101	-4	2.2	0	102	0
CCSC1=C(C#N)C(c2ccc(OC)c(OC)c2)CC(=O)N1 (stereo unspecified)	-13	99	-1	0	-4	103	-6	0.0	-7	106	0
C=CCc1ccccc1OCC(O)CNC(C)C (stereo unspecified)	0	97	0	0	-1	97	-4	2.6	2	99	17
COc1ccc(C2NC(=O)C(C#N)=C(S)N2c2ccc(C)cc2)cc1OC (stereo unspecified)	1	99	-24	-9	-13	102	-10	-1.6	-3	94	-4
COc1ccc(COC(=O)NNC(=O)c2ccc(OC)cc2)cc1	1	97	-4	0	0	97	-3	-0.2	-4	103	0
CNC(=O)c1csc(-c2ccncc2)n1	-10	104	2	1	0	102	-3	0.4	-7	101	4
O=C(O)c1ccc(-n2nnnc2SCc2ccccc2)cc1	-5	102	-1	-4	-7	102	-7	0.0	-7	98	0
Cc1cc(C)cc(SCc2noc(C(=O)NCC3CCCO3)c2C(=O)O)c1 (stereo unspecified)	-12	95	-3	-2	-8	98	-8	0.8	-8	100	4
NC(=O)COc1c(-c2ccco2)oc2ccccc2c1=O	-8	92	2	0	-1	92	-4	1.4	-4	95	6
Cn1cc(CN2CCC(C(=O)N3CCCC3)CC2)c(-c2ccccc2F)n1	-9	97	-2	-4	-5	98	-4	0.4	-2	103	-1
CCCCN1C(=O)/C(=C/C=C2\SCCN2C)SC1=S	-2	99	-3	-3	-5	95	-10	1.9	0	101	8

# Quoted at random: 2 records from the list.
structure	Bim-Bfl-1	RGS7-Gao reg	Mcl-1 Bim block	Bcl-W Bim block	Bcl-XL Bim block	RGS4-Gao reg	Bcl-B Bim block	ABCB1 inh	Bim-Bcl-2	RGS8-Gao reg	ABCG2 inh
C=CC[C@@H]1C=C[C@H](O/N=C/c2ccc(C(=O)N3[C@H](c4ccc(C)cc4)[C@@H](C)CC[C@H]3C(=O)OC)cc2)[C@@H](CO)O1	-3	100	-3	-3	-4	101	-4	2.2	0	102	0
CCOC(=O)C(CCCOc1ccc(C)cc1)C(=O)OCC	-10	85	0	2	-2	91	-2	0.3	-7	95	2

# Other structures.
structure	Bim-Bfl-1	RGS7-Gao reg	Mcl-1 Bim block	Bcl-W Bim block	Bcl-XL Bim block	RGS4-Gao reg	Bcl-B Bim block	ABCB1 inh	Bim-Bcl-2	RGS8-Gao reg	ABCG2 inh
Cc1cc(C)nc(Nc2n[nH]c(COc3ccc4ccccc4c3)n2)n1	-4	99	2	2	0	98	1	-5.4	-2	101	-7
COC(=O)CSc1nnnn1-c1ccccc1	2	103	0	-4	-1	104	0	0.2	0	102	1
CC[N+]1(CC)CC2=Cc3ccccc3CC2C1 (stereo unspecified)	-6	98	-3	-3	-4	101	-7	0.0	-5	99	0
CSc1c(CC(=O)Nc2ccccc2Cl)n(Cc2ccccc2)c2ccccc12	-8	100	-2	-3	0	99	-9	1.1	-8	100	13
CCc1ccc(NC(=O)CSC2=C(C#N)C(c3ccco3)C3=C(CCCC3=O)N2)cc1 (stereo unspecified)	0	97	1	3	4	102	0	0.9	-4	100	2
Cc1ccc(S(=O)(=O)N2CCCC(C(=O)Nc3cccnc3)C2)cc1 (stereo unspecified)	-4	103	0	1	-3	109	-2	1.2	0	102	4
C#CCOCCOCCOCCNc1nc(N2CCN(C(=O)C([C@@H](C)CC)n3cc(C(N)Cc4ccc(O)cc4)nn3)CC2)nc(N2CCN(C(=O)[C@H](CCC(=O)O)n3cc(C(N)CO)nn3)CC2)n1 (stereo partly specified)	-8	104	-2	0	-5	103	-4	0.0	-7	103	0
CC(=O)OCCCN1c2ccccc2Nc2nnc(-c3ccccc3)cc21	0	99	-4	-6	-4	100	-4	1.6	-4	104	6
Cc1ccc(-c2ccc(=O)n(CCC(=O)NCCN3CCCCC3C)n2)cc1 (stereo unspecified)	-11	93	2	3	-9	92	-6	0.2	-6	95	1
CCOC(=O)Cc1cnc(N)s1	0	102	0	-1	-2	103	0	-0.1	-1	103	0
COc1ccccc1N1CCN(C(=O)c2ccc3[nH]c4c(c3c2)CCCC4)CC1	-9	103	-2	1	0	101	-5	1.4	-2	103	4
Cc1cc2nc(SCC(=O)Nc3ccccc3C(=O)O)[nH]c2cc1C	2	100	-2	1	1	103	0	-0.5	4	101	0
COc1ccc(N2CCN(CCOc3ccc4c(C)cc(=O)oc4c3)CC2)cc1	-3	104	-4	-4	-6	102	-3	1.7	-3	100	5
CCCCCCOc1ccc(-c2ccc(C#N)cn2)cc1	-11	100	-4	-3	-13	97	-9	-0.1	-6	97	0
CCCCN(CCCC)Cc1cc2ccccc2c2c1COC2	-6	98	0	2	0	102	-9	0.6	-8	102	2
Cc1csc(NC(=O)CSc2nc3ccccc3c(=O)[nH]2)n1	-1	96	-5	-2	-5	98	-3	0.7	-2	92	4
O=C(O)CCC(=O)Nc1nc2ccc([N+](=O)[O-])cc2s1	-8	112	-1	-3	-5	114	-6	0.2	-1	116	1
CCOC(=O)c1cnc2ccc(Cl)cc2c1N1CCN(C)CC1	-5	99	-2	-2	-3	102	-3	0.9	-2	105	6
COc1cc(CN2CCNC(=O)C2CC(=O)O)cc(OC)c1 (stereo unspecified)	0	102	-1	-1	0	101	2	-0.1	-3	121	0
CCCN1CCN(c2ccc([N+](=O)[O-])cc2C#N)CC1	-3	?	1	0	-2	98	0	0.6	-1	98	2
CCOC(=O)c1c(C)[nH]c(C)c1C(=O)COC(=O)/C=C/c1cccc(Cl)c1	-1	101	-2	-3	-9	102	-6	12	0	96	.
Cn1cc(C(=O)NCN2CCCCC2)c2ccccc21	0	94	0	0	-1	93	0	-0.2	4	100	-1
CCOC(=O)N1CCC(NC(=O)C2CCCN(Cc3nc(-c4cccc(Cl)c4)oc3C)C2)CC1 (stereo unspecified)	-10	95	-2	1	-5	98	-6	1.0	-4	101	2
CCOc1cc(NC(=S)NCC2CCCO2)c(OCC)cc1NC(=O)c1cccc(F)c1 (stereo unspecified)	3	94	-2	-6	-4	96	1	0.3	-3	98	0
CCOC(=O)c1c(C)n(C)c2ccc(OCCN(C)C)cc12	-17	99	-4	0	-6	102	-5	0.1	-10	100	3
O=C(/C=C/c1cccc(Cl)c1)NCc1cccs1	2	104	2	2	2	101	0	0.2	-1	101	4
Cc1c(C(=O)c2cccc(F)c2)c2ccccn2c1CCC#N	-7	106	1	-3	-1	102	-7	-0.1	-3	104	3
CC(C)c1ccc(NC(=O)CSc2nc3c(c(=O)[nH]2)CCC3)cc1	-11	101	-3	0	-5	104	-10	0.7	-8	103	4
O=C(Nc1cccnc1)c1ccc(S(=O)(=O)c2ccc(Cl)cc2)cc1	-6	105	0	0	-3	104	-6	0.0	-2	102	1
O=C(Nc1ccc(Br)cc1)c1ccc(CSC2=NCCS2)cc1	-1	97	-3	-5	-1	101	-1	0.5	-2	101	2
CCOc1ccc(NC(=O)COc2ccc(OC)cc2)cc1	1	115	0	0	-2	110	1	0.4	0	115	17
CN1C(=O)C(O)(C2OC(C)(C)CCC2=O)c2ccccc21 (stereo unspecified)	4	99	22	15	5	102	2	-1.0	-2	103	-5
Cc1cccn2c(=O)c(/C=C(\C#N)S(=O)(=O)c3ccccc3)c(N3CCN(C)CC3)nc12	-2	100	0	0	-2	101	-5	2.4	-5	101	28
O=C(O)CC1NC(=O)N(c2ccc(Cl)cc2)C1=O (stereo unspecified)	-15	98	4	0	-6	98	-11	1.1	-6	99	-1
COc1cc(C(=O)Nc2ccc3c(c2)OCCO3)ccc1-n1cnnn1	0	99	0	-1	3	99	1	0.2	-2	100	3
Cc1cc(C(=O)Cn2cc(C(F)(F)F)ccc2=O)c(C)n1-c1ccccc1	-2	98	-1	-1	-2	100	-6	0.8	-1	99	11
CC(C)(C)c1ccc(OCC(=O)N/N=C/c2ccc(N3CCOCC3)cc2)cc1	0	106	-2	0	-3	105	1	-2.3	0	104	2
O=C(CCCCCn1c(=S)[nH]c2ccc(N3CCOCC3)cc2c1=O)NCc1cccc(Cl)c1	-1	99	0	1	-1	98	-17	0.0	-5	96	4
O=C(CN1CCOCC1)NCCNC(=O)CN1CCOCC1	-11	100	4	1	-2	102	-4	0.2	-3	101	1
c1ccc2c(CN3CCOCC3)c3ccccc3c(CN3CCOCC3)c2c1	-13	100	-2	-2	-6	100	-7	-0.6	-5	102	-3
COc1ccc(/C=N/NC(=O)CC(=O)NCc2cccnc2)cc1	0	96	-4	-2	0	97	-1	0.1	-1	103	0
